STEP inh: STEP phosphatase inhibitors, primary screen, biochemical, fluorescence intensity, uHTS | recombinant STEP, OMFP fluorogenic substrate | 0.25% of 360,000 active | inhibition, % at 20 µM | AID 588621, 2011;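 active = inhibition at 20 µM, scaled per plate between control wells, above about 37%, limit read from the data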;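 note: 0% = DMSO with enzyme and substrate and 100% = substrate only without enzyme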
Target sequence (P54829 whole entry, looked up): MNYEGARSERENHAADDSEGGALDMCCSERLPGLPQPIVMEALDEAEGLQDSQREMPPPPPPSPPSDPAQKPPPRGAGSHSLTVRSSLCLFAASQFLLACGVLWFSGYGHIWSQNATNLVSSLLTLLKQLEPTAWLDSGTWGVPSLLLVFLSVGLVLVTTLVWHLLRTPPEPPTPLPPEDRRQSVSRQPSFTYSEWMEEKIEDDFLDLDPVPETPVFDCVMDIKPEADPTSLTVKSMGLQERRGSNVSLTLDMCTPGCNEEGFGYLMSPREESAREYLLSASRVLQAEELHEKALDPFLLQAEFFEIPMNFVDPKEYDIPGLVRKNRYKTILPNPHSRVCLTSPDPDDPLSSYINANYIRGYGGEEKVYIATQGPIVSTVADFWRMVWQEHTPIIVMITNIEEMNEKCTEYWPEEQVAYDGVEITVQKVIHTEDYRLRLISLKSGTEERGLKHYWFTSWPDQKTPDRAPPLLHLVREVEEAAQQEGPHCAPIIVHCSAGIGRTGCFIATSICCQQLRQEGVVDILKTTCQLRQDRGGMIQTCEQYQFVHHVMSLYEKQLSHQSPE
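Assay system: isolated STEP enzyme. Buffer or medium: pH 6.0 Bis-Tris with DTT and Tween 20. Also added: fluorogenic phosphatase substrate OMFP at 25 µM final. Dosing: 20 µM, 1% DMSO. Timing: 20 min reaction, room temperature, in the dark. Measured by: fluorescence intensity, excitation 480 nm, emission 540 nm. Evaluation: normalized % inhibition.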
DNMT1 inh: human DNMT1 methyltransferase inhibitors, primary screen, biochemical, molecular beacon, fluorescence, HinP1I cleavage, uHTS; DNA (cytosine-5)-methyltransferase 1 (Homo sapiens), P26358; 0.83% of 360,000 active; inhibition (reported as % activation of signal), % at 10 µM; in the data active = inhibition above about 50%
Tb MetRS inh: T. brucei MetRS inhibitors, primary screen, biochemical, luminescence; purified T. brucei MetRS, ATP depletion, Kinase-Glo luminescence; 0.4% of 360,000 active; inhibition, % at 11.9 µM;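 active = inhibition above a per-plate cutoff of the control wells' mean inhibition plus 3 SD, cut at about 5.5% in these data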;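 note: 0% = DMSO wells median and 100% = median of wells with control inhibitor compound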
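Material: T. brucei methionyl-tRNA synthetase, purified; reagent: substrates ATP, L-methionine and bulk Escherichia coli tRNA; dosing: 11.9 µM single point; timing: 15 min plus 2 h at 25 °C; detection: luminescence of leftover ATP; evaluation: % inhibition; control set: DMSO-only wells as low control; replicates: singlicate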
SUMO1 PPI mod: modulators of SUMO1 protein-protein interactions, primary screen, biochemical, uHTS. SUMO1 binding to a labelled peptide, TR-FRET, 1 h. AID 602429, 2012. inhibition, % at 20 µM. 0.33% of 360,000 active; in the data active = inhibition above about 37%
Target sequence (P63165 whole entry, looked up): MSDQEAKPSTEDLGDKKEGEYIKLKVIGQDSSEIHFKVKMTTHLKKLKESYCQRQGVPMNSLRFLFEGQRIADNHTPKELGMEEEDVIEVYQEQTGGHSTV
MsrA inhibitor: bovine MsrA enzyme inhibitors, primary screen, biochemical, absorbance, HTS; AID 651718, 2012; inhibition, % at 15.5 µM; purified bovine MsrA, absorbance read-out; 0.75% of 360,000 active; in the data active = inhibition above about 4.5%;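 note: 0% = vehicle wells with enzyme and 100% = reference inhibitor wells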
Scp-1 inhibitor: Scp-1 phosphatase inhibitors, primary screen, biochemical, colorimetric, uHTS. Recombinant Scp1, phosphopeptide, malachite green phosphate absorbance. inhibition, % at 20 µM. 0.88% of 340,000 active. AID 493091, 2011;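 active = inhibition above about 50% at 20 µM, limit read from the data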;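 note: plate controls were DMSO wells with enzyme for no effect and wells lacking enzyme for full effect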
Target sequence (Q9GZU7 76-261 limits assumed): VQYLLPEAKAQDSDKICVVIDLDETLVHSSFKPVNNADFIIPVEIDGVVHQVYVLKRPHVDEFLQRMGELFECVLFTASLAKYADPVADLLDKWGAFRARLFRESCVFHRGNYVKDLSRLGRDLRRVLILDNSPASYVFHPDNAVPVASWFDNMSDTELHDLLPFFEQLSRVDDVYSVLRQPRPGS
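System: SCP-1 catalytic domain; Reagent: Phospho 17-mer peptide substrate; Doses: one concentration, 20 µM, with 1.0% DMSO; Incubation: 45 min room-temperature reaction, 5 min colour, 30 min stabiliser; Signal: Phosphate-binding colour reagent, absorbance read at 630 nm.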
NadD inh: inhibitors of S. aureus NadD, primary screen, biochemical, colorimetric, uHTS | purified NadD enzyme, colorimetric absorbance read-out | inhibition, % at 20 µM | 0.78% of 360,000 active; in the data active = inhibition above about 26%; note: some compounds past the cut are filed as inactive
LMPTP block: LMPTP phosphatase inhibitors, primary screen, biochemical, fluorescence intensity, uHTS; inhibition, % at 20 µM; Low molecular weight phosphotyrosine protein phosphatase (Homo sapiens), P24666; 0.22% of 360,000 active; AID 651560, 2012; recombinant LMPTP-A, OMFP fluorogenic substrate;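 active = compounds that cut the enzyme signal by at least half of the control window in the single-dose screen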;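 note: plate controls were DMSO wells with enzyme plus substrate for no effect and substrate without enzyme for full effect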
Target sequence (P24666 whole entry, looked up): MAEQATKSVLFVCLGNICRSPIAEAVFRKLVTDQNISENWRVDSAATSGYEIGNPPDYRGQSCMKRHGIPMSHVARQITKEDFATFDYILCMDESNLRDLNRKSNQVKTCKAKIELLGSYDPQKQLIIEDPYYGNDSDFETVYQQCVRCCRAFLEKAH
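material = LMPTP-A | quantity = 0.625 nM enzyme | reagent = OMFP substrate, 400 µM final | buffer or medium = Bis-Tris pH 6.0, DTT, detergent | detection = endpoint fluorescence intensity from OMFP dephosphorylation | dosing = single 20 µM dose | read-out basis = % inhibition relative to no-enzyme and uninhibited control wells | control set = no-enzyme and uninhibited controls | timing = 50 min at room temperature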
Rpn11 inh: Rpn11 (PSMD14) deubiquitinase inhibitors, primary screen, biochemical, fluorescence polarization, uHTS | human 26S proteasome, Ub4-pepOG fluorescence polarization; 20S core pre-blocked with epoxomicin | calls only at 20 µM | 0.59% of 360,000 active;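 active = inhibition at 20 µM, scaled to each plate's controls, above about 33%, limit read from the data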
CSN inh: inhibitors of CSN-mediated cullin deneddylation, primary screen, biochemical, fluorescence polarization, uHTS; COP9 signalosome complex subunit 5 (Homo sapiens), Q92905; Purified CSN, SCF-Nedd8-OG deneddylation; inhibition, % at 12.5 µM; 0.38% of 360,000 active;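 active = pattern-corrected inhibition above about 35%, with an unprinted fluorescence ratio check between 0.5 and 1.5, limit read from the data, passing the limit was not always enough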;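 note: 0% = enzyme with substrate and 100% = substrate without enzyme; some results filed as inactive read as strong as hits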
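Material: human Csn5 produced in HEK293T cells; Input: enzyme 0.24 nM; Reagent: SCFSkp2-Nedd8OG substrate at 10 nM final; Dosing: 12.5 µM compound; Incubation: 90 min reaction at room temperature; Detection: fluorescence polarization of the substrate; Evaluation: % inhibition of substrate cleavage by Csn5; Control set: substrate-only high control, full reaction low control.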
The depositor's hits bear a star; i = inactive; / = not tested or not shown; + = active, no number.

SMILES	STEP inh	DNMT1 inh	Tb MetRS inh	SUMO1 PPI mod	MsrA inhibitor	Scp-1 inhibitor	NadD inh	LMPTP block	Rpn11 inh	CSN inh
Cc1ccc(S(=O)(=O)c2c(C)cc(C)nc2Cl)c(C)c1	-3	7	0.3	2	-0.4	-8	2	0.2	i	4
CN(Cc1ccc(F)cc1)C(=O)c1sccc1-c1ccccc1	-5	-32	-0.3	-122	0.3	-8	1	-6.4	i	9
CCOc1ccc2oc(C(=O)N3CCN(Cc4ccccc4)CC3)c(C)c2c1	-2	-3	-0.7	5	-0.4	-5	-3	0.9	i	5
CNc1ncnc(Sc2ccc(Cl)cc2)c1[N+](=O)[O-]	-3	3	0.7	-26	0.0	-13	-3	1.4	i	5
CC(=O)OCC(OC(C)=O)C(OC(C)=O)C(OC(C)=O)C(=O)Nc1ccccc1 (centres undefined)	0	4	-5.2	0	2.0	3	3	-1.0	i	-4
NC(=O)[C@@H]1CCCN1C(=O)[C@@H](Cc1cnc[nH]1)NC(=O)[C@@H]1CCC(=O)N1	1	-2	-0.6	-1	0.3	-2	-2	0.3	i	2
CC1(C)CC(=O)/C(=C(\O)c2ccccc2)C(=NCCO)C1	6	5	-0.2	5	0.8	-7	1	-0.5	i	-7
COC1=CC(=NCl)C=CC1=NCl	7	43	0.5	16	/	/	29	36	i	-16
CCCn1nc(C(=O)NNC(=O)c2cc(S(=O)(=O)NC)ccc2Br)c2ccccc2c1=O	-2	1	-0.4	-3	0.1	3	-1	1.1	i	-4
Cc1cccc(N(Cc2ccccc2)C(=O)c2ccc(S(C)(=O)=O)cc2)c1	3	0	-0.3	-1	-0.3	-1	2	0.0	i	1
O=C(c1ccccc1)N1CCN(c2cc(Cl)nc3cc(-c4cccc(Cl)c4)nn23)CC1	1	1	-2.3	-28	-1.2	/	13	2.1	i	3
Cc1ccsc1C(=O)NNC(=O)COc1ccc(Br)cc1	5	4	0.8	6	-0.5	-2	-5	-0.9	i	1
Cc1ccc(Nc2nc(N)nc(COC(=O)c3ccc(Br)o3)n2)cc1	1	0	-0.4	0	-1.2	-2	0	1.6	i	3
CN(c1ccccc1)S(=O)(=O)c1ccc(C(=O)Nc2cccc(S(=O)(=O)N3CCOCC3)c2)cc1	-1	-7	0.0	4	1.4	/	-10	1.4	i	1
CC1CCCC(C)N1S(=O)(=O)c1ccc(NC(=O)CCN2C(=O)C3CC=CCC3C2=O)cc1 (centres undefined)	-1	-1	0.2	6	0.3	-3	2	0.5	i	-3
CCOC(=O)[C@H](CCc1ccccc1)N[C@@H](C)C(=O)N1C(C(=O)O)C[C@@H]2CCC[C@@H]21 (some centres undefined)	-5	2	-0.9	4	0.2	-9	1	-1.7	i	-9
O=C(CSc1ncnc2c1sc1ccccc12)Nc1ccc(Br)cc1	1	7	0.3	-152	0.5	-2	11	5.4	i	1
Cc1ncoc1C(=O)NC1CC(C)(C)Cc2c1cnn2-c1ccccc1 (centres undefined)	0	4	-0.5	-4	1.2	-2	-4	-0.8	i	9
CC(=O)Cc1nsc(NC(=O)c2ccc(-c3ccc(Cl)c(Cl)c3)o2)n1	-1	-5	-0.7	-16	1.1	-10	3	2.6	i	-2
O=C(Nc1ccc(N2CCCCCC2)cc1)c1cccc(S(=O)(=O)N2CCOCC2)c1	0	-8	-0.1	4	-0.1	-6	1	3.0	i	-10

Sorted by formula weight (largest number first): ten of the compounds above
SMILES	STEP inh	DNMT1 inh	Tb MetRS inh	SUMO1 PPI mod	MsrA inhibitor	Scp-1 inhibitor	NadD inh	LMPTP block	Rpn11 inh	CSN inh
CCCn1nc(C(=O)NNC(=O)c2cc(S(=O)(=O)NC)ccc2Br)c2ccccc2c1=O	-2	1	-0.4	-3	0.1	3	-1	1.1	i	-4
CN(c1ccccc1)S(=O)(=O)c1ccc(C(=O)Nc2cccc(S(=O)(=O)N3CCOCC3)c2)cc1	-1	-7	0.0	4	1.4	/	-10	1.4	i	1
O=C(c1ccccc1)N1CCN(c2cc(Cl)nc3cc(-c4cccc(Cl)c4)nn23)CC1	1	1	-2.3	-28	-1.2	/	13	2.1	i	3
O=C(Nc1ccc(N2CCCCCC2)cc1)c1cccc(S(=O)(=O)N2CCOCC2)c1	0	-8	-0.1	4	-0.1	-6	1	3.0	i	-10
O=C(CSc1ncnc2c1sc1ccccc12)Nc1ccc(Br)cc1	1	7	0.3	-152	0.5	-2	11	5.4	i	1
Cc1ccc(Nc2nc(N)nc(COC(=O)c3ccc(Br)o3)n2)cc1	1	0	-0.4	0	-1.2	-2	0	1.6	i	3
CC(=O)Cc1nsc(NC(=O)c2ccc(-c3ccc(Cl)c(Cl)c3)o2)n1	-1	-5	-0.7	-16	1.1	-10	3	2.6	i	-2
Cc1ccsc1C(=O)NNC(=O)COc1ccc(Br)cc1	5	4	0.8	6	-0.5	-2	-5	-0.9	i	1
Cc1ncoc1C(=O)NC1CC(C)(C)Cc2c1cnn2-c1ccccc1 (centres undefined)	0	4	-0.5	-4	1.2	-2	-4	-0.8	i	9
COC1=CC(=NCl)C=CC1=NCl	7	43	0.5	16	/	/	29	36	i	-16

More records.
SMILES	STEP inh	DNMT1 inh	Tb MetRS inh	SUMO1 PPI mod	MsrA inhibitor	Scp-1 inhibitor	NadD inh	LMPTP block	Rpn11 inh	CSN inh
O=C(CSc1ccc(-c2cccs2)nn1)N1CCCCC1	4	-1	0.0	-9	1.3	-1	-1	-1.1	i	-1
S=C(NCc1cccs1)Nc1cccc(Cl)c1Cl	-5	-3	0.8	3	0.2	-9	-6	0.7	i	19
Cc1noc(C)c1NC(=O)N(C)C[C@H]1Oc2ccc(NS(=O)(=O)c3ccc(F)cc3)cc2C(=O)N([C@H](C)CO)C[C@@H]1C	-2	0	-0.4	-2	0.6	-1	-2	0.9	+	0
C/C=C/c1ccc(OCCCCOc2ccc(OC)cc2)c(OC)c1	0	1	-0.9	0	1.2	-16	9	3.4	i	-8
CCC(C)[C@H](NC(=O)NCc1ccco1)C(=O)O (some centres undefined)	1	4	-0.4	-3	-0.3	-4	-4	1.2	i	1
CCOc1ccccc1NC(=O)/C(C#N)=C/c1c(C)nn(-c2ccc(F)cc2)c1Cl	0	11	-0.6	1	-0.2	-6	-4	-0.4	i	5
OC(c1ccc(F)cc1)c1ncc(-c2ccccc2F)[nH]1 (centres undefined)	-3	1	-0.2	1	0.2	/	-11	0.2	i	4
O=C(COC(=O)c1cc(Br)ccc1Cl)NC1CCCC1	-5	6	-1.8	3	0.6	-4	-6	-1.9	i	3
COCCn1c(SCC(=O)Nc2ccc(F)cc2)nc2c(c1=O)SCC2	1	3	-0.3	-1	0.7	/	-4	-0.8	i	1
CCOc1cc(C2Nc3ccccc3NC3=C2C(=O)CC(C)(C)C3)ccc1O (centres undefined)	1	-4	0.0	-15	3.0	-4	-2	1.0	i	-5
CCOC(=O)C1CCCN(C(=S)Nc2cccc(Cl)c2)C1 (centres undefined)	3	5	-0.4	-2	-0.6	-10	-2	-0.2	i	1
O=C(c1cccs1)N1CCN(C(=O)c2cccs2)C1=S	0	0	-0.2	-1	1.6	-13	-4	-0.9	i	0
CN(CC(=O)NCCc1ccc(S(N)(=O)=O)cc1)CC(=O)Nc1ccc(Cl)c(C(F)(F)F)c1	-4	4	-0.3	3	-0.5	7	8	1.5	i	0
O=C(CCC(=O)N1CCOc2ccccc21)Nc1ccccc1Br	0	3	-0.3	2	0.6	-9	1	-0.8	i	-1
CCN(c1ccccc1)S(=O)(=O)c1cc(C(=O)O)ccc1C	95*	85*	-0.4	12	0.8	56*	-6	60*	i	32
O=C(Nc1ccc(NC(=O)c2ccc(Cl)cc2Cl)cc1)c1cccs1	-1	4	-0.2	1	1.2	9	7	-1.6	i	3
O=C(NCc1ccc2c(c1)OCO2)C1CC(c2ccc(Cl)cc2)=NO1 (centres undefined)	-2	1	1.4	-1	-0.2	0	-3	-1.8	i	0
COc1cc2c(cc1NC(=O)CCC(=O)O)oc1ccccc12	-2	0	0.0	4	-0.1	-11	2	-1.7	i	-5
Cc1ccc(C(=O)N(CC(=O)NC2CCCCC2)c2ccccc2F)s1	3	1	-0.8	-2	0.8	-4	-1	0.5	i	-7
Cc1ccc2[nH]c3c(c2c1)CCC3=O	2	-1	0.8	-10	-0.1	7	-1	-0.8	i	-6
COc1cc2c(cc1NC(=O)Cc1ccc(C)cc1)oc1ccccc12	0	-11	0.0	-3	0.2	-9	2	4.1	i	-2
COc1ccc(OC)c(NC(=O)CSc2nc3ccccc3c(=O)n2CC2CCCO2)c1 (centres undefined)	1	-3	-0.2	5	1.3	-6	-1	2.7	i	2
O=C(CNC(=S)NC(=O)c1ccco1)c1ccccc1	4	3	-0.2	1	0.7	-5	0	0.2	i	-3
CCC(C)(C)n1nnnc1C(c1cccnc1)N1CCN(c2cccc(C(F)(F)F)c2)CC1 (centres undefined)	2	-2	-0.1	2	0.4	-3	-1	0.8	i	-5
O=C(c1ccc(S(=O)(=O)N2CCCCCC2)cc1)N(c1ccccn1)C1CCCCC1	0	1	-0.2	4	2.0	-7	-1	0.8	i	0

Reformatted bar-delimited: two of the compounds above.
SMILES | STEP inh | DNMT1 inh | Tb MetRS inh | SUMO1 PPI mod | MsrA inhibitor | Scp-1 inhibitor | NadD inh | LMPTP block | Rpn11 inh | CSN inh
COc1ccc(OC)c(NC(=O)CSc2nc3ccccc3c(=O)n2CC2CCCO2)c1 (centres undefined) | 1 | -3 | -0.2 | 5 | 1.3 | -6 | -1 | 2.7 | i | 2
O=C(CNC(=S)NC(=O)c1ccco1)c1ccccc1 | 4 | 3 | -0.2 | 1 | 0.7 | -5 | 0 | 0.2 | i | -3
